Assay outcomes deposited in PubChem BioAssay by National Center for Advancing Translational Sciences (NCATS).
D2 PAM: D2 dopamine receptor (human) potentiation. potentiation, % at 10 µM. AID 485347. HEK293 T-REx D2, calcium flux, EC20 dopamine potentiation. actives 0.34% (n = 340,000). P14416;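 active = potentiation over 3 SD above the plate norm, cut at about 30% in these data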; note: 0% is about no effect
Target sequence (P14416 whole entry, looked up): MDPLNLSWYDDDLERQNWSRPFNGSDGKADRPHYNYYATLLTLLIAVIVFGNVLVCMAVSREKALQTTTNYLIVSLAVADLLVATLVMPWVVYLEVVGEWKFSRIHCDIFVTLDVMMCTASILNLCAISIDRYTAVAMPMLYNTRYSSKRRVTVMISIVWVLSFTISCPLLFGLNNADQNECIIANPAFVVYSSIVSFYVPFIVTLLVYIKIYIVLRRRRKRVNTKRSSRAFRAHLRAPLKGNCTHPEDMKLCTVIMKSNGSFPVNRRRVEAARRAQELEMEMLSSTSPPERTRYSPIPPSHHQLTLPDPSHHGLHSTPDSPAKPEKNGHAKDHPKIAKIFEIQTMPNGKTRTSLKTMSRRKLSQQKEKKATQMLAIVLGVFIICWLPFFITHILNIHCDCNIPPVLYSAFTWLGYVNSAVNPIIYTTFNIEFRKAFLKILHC
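Potentiation of an EC20 dopamine calcium response measured kinetically over 180 s, after a preceding 180 s compound-only read flagging agonists. Cells: inducible Hek293 Trex D2 line, 4000/well, cultured overnight at 30 C before dye loading.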
D1 antagonist: blocks dopamine activation of the human D1 receptor | actives 3.2% (n = 360,000) | activity change, negative = inhibition, % at 10 µM | P21728 | HEK293 TREx D1 cells, calcium flux, dopamine EC80; stronger effect = lower value; in the data active = activity change below about -30%; note: % is set by controls: 0 for no effect and ±100 for the full control effect
Target sequence (P21728 whole entry, looked up): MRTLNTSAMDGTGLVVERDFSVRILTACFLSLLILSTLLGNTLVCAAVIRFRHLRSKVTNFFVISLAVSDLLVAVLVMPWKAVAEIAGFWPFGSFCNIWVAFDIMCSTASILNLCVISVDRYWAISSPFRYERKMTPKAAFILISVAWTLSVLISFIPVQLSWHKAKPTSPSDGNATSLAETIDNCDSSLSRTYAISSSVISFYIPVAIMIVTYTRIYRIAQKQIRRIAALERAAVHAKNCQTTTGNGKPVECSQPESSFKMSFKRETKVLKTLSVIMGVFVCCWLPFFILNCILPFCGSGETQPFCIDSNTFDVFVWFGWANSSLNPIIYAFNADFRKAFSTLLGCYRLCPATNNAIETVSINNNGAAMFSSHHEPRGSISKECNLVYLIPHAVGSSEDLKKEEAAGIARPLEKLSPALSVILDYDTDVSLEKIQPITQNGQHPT
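Allosteric or orthosteric antagonism assessed as attenuation of the calcium response to EC80 dopamine, added 180 s after compound, in induced HEK293 Trex D1 cells loaded with no-wash calcium dye.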
D1 potentiator: human D1 dopamine receptor positive modulation. HEK293 TREx D1 cells, calcium flux, dopamine EC20 potentiation. P21728. actives 0.036% (n = 360,000). potentiation, % at 10 µM; in the data active = potentiation above about 30%; note: 0% is about no effect
RXFP1 agonist: RXFP1 (human) receptor agonism; AID 2676; HEK293T-RXFP1 cAMP TR-FRET, 30 min; response scale: percent of porcine relaxin response, buffer zero; actives 0.3% (n = 370,000); Potency, µM (series often up to 57.5 µM), for the others: at the highest dose activation, usual class: activators; note: potency is the fitted concentration of half-maximal effect; % is set by controls: 0 for no effect and ±100 for the full control effect; nearly all actives have a fitted effect of over 60% in size; many of its hits are not listed in these tables
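cAMP rise read by TR-FRET after 30 min, 37C compound exposure (up to 58 uM) in RXFP1-transfected HEK293 cells with Ro 20174 present. EC50 from Hill-equation fits, with 29 nM porcine relaxin as 100% and buffer as basal.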
TRHR ag: TRH receptor (human) agonism. P34981. TRHR cells, calcium flux fluo-8, FDSS agonist mode. activation, % at 2 µM. actives 0.18% (n = 360,000); in the data active = activation above about 30%; note: 0% is about no effect
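TRHR-expressing cells loaded with fluo-8 calcium dye; 23 nL library compound pin-transferred, kinetic FDSS fluorescence (Ex 480/Em 530) recorded about 180 s for agonist-induced calcium release, before a 10 nM TRH EC20 addition for potentiator mode.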
D1 ag: agonists of human D1 dopamine receptor. P21728. HEK293 T-REx D1 cells, calcium flux, agonist mode. activation, % at 2 µM. actives 1% (n = 360,000); in the data active = activation above about 30%; note: 0% is about no effect
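Inducible HEK293 T-REx D1 cells, force-coupled to calcium signalling, were plated at 4000 cells/well with tetracycline and held overnight at 30 C. After no-wash calcium dye loading, compound-evoked calcium rise over 180 s flagged agonists.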
RXFP1 antag: antagonists of human relaxin receptor RXFP1 | Q9HBX9 | AID 1259400 | activity change, negative = inhibition, % at 57.5 µM | HEK293-RXFP1, relaxin-stimulated cAMP HTRF, 30 min; stronger effect = lower value | actives 0.59% (n = 350,000);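 active = activity change of -60% or lower, but not beyond a set lower limit; inconclusive = change between -60% and -40%, or beyond the set limit; inactive = change above -40%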; note: % is set by controls: 0 for no effect and ±100 for the full control effect
TRHR enhancer: allosteric enhancers of human TRH receptor; P34981; TRHR cells, fluo-8 calcium fluorescence, EC20 TRH enhancement; enhancement, % at 2 µM; actives 0.66% (n = 360,000); AID 493056; in the data active = enhancement above about 30%; note: 0% is about no effect
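TRHR-expressing cells loaded with fluo-8 calcium dye were read kinetically (ex 480/em 530) during compound addition, then stimulated with an EC20 of TRH (10 nM final). Enhancement of the Gq-mediated intracellular calcium response was scored.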
Apoferritin bind: candidate novel general anesthetic via apoferritin binding; P02791; apoferritin/1-aminoanthracene competitive binding, fluorescence; Potency, µM (titrated, usually from 77.5 µM), for the others: top-dose activity change, negative = displacement, actives largely listed as inhibitors; actives 0.074% (n = 350,000); AID 485281; note: potency is the fitted concentration of half-maximal effect; % is set by controls: 0 for no effect and ±100 for the full control effect; nearly all actives have a fitted effect of over 20% in size
Target sequence (P02791 2-175 limits assumed): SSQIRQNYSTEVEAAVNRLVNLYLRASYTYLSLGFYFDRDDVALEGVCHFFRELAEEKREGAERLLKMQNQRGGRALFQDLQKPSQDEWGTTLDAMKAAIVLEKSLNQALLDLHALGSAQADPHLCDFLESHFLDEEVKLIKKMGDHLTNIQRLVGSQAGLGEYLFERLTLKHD
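Horse-spleen apoferritin (10 uM) in 50% saturated 1-aminoanthracene in PBS was incubated 10 min at room temperature with compound. Fluorescence (ex 380, em 535 nm) was normalized to free and bound 1-AMA, with concentration-response fitted by a four-parameter Hill equation.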
* hit, by the source's call; ? = inconclusive; . = not tested or not shown; & = joins results of further samples; ! = repeats disagree; [ ] = another dose, or the depositor's remark. Unless noted, calls come from the whole dose curve; as a rule, active = well fitted curve in the direction sought with a large enough effect; inconclusive = small, poorly fitted or top-dose-only effect, or another doubt; inactive = no such curve, though single readings can be large; an effect the other way counts as inactive or inconclusive. An excerpt; rates above refer to the full screens.

smiles,RXFP1 agonist,Apoferritin bind,TRHR enhancer,D1 potentiator,RXFP1 antag,D2 PAM,D1 antagonist,D1 ag,TRHR ag
O=C(CN1CCCC1)N1CCN(c2ccccc2)CC1,-0.6%,-9%,-3,-5,-3,4,-7,4,0.7
Cc1ccc2c(CN(C)Cc3cccc(F)c3)cc(=O)oc2c1,3.5%,-10%,-2,1,-28,2,-26,3,0.2
COc1cccc(CNc2nc3nc(C)cc(C)n3n2)c1,2.6%,-4%,-3,-11,-2,2,-7,1,0.0
Cc1ccc2c(c1)C(c1ccncc1)=NNC(c1ccc(F)cc1)=N2,2.0%,-9%,4,-10,0,-1,-39*,0,0.2
COc1ccc(Br)cc1C(=O)Nc1ccccc1-c1ccccc1,0.3%,-15%,8,7,-20,10,13,11,-0.7
CCOC(=O)C1C(c2cc(OC)c(O)c(OC)c2)NC(=S)NC1(O)C(F)(F)F (centres undefined),1.1%,-11%,10,-8,1,-1,3,0,0.4
Cc1c(Br)c([N+](=O)[O-])nn1CC(=O)NCC1CCCO1 (centres undefined),-0.3%,-2%,-3,-2,11,9,4,0,0.6
CC(C)(C)c1nn(-c2ccccc2)c2nc(Cl)c(C=O)cc12,7.7%,-8%,3,1,.,4,-5,1,0.1
COc1cc(Cl)c(S(=O)(=O)NCCc2c(C)[nH]c3c(C)cccc23)cc1Cl,4.3%,3%,-10,-5,.,14,28,0,2.7
O=C1CCCCC1C(=O)c1cn(-c2ccc(Cl)c(Cl)c2)nn1 (centres undefined),-1.1%,-4%,1,6,-23,-2,9,0,0.3
CNC(=S)NNC(=O)c1cccn(Cc2ccc(Cl)cc2Cl)c1=O,4.1%,-17%,-13,-5,.,-3,-6,3,1.9
Cc1ccccc1NC(=O)CSc1nc2scc(C)c2c(=O)[nH]1,28%,-1%,0,-8,-11,1,18,8,0.2
CC(NS(=O)(=O)c1ccc(Cl)cc1)C(c1cccs1)N1CCN(C)CC1 (centres undefined),0.2%,-7%,4,0,-4,-5,31,6,0.5
Fc1cccc(CNC2CCN(CCc3ccccc3)CC2)c1,2.0%,4%,-1,-1,-1,-2,-13,9,0.7
CCOc1ccc(CNn2nnnc2N)cc1,-0.2%,-4%,-9,-2,10,0,1,2,0.5
CCn1c(=O)c(=O)n(CC)c2cc(S(=O)(=O)Nc3cc(C)ccc3C)ccc21,3.1%,-12%,4,10,6,8,14,1,-0.3
CCOC(=O)c1ccc(N/C=C/C(=O)c2ccc(OC)c(OC)c2)cc1,1.9%,-3%,7,-1,-1,0,3,0,-0.3
Clc1ccc(CN2CCC(c3nc4ccc(Cl)cc4[nH]3)CC2)cc1,-0.2%,-8%,-2,-10,-38,-30,15,9,-0.8
CC(C)(C)c1csc(NC(=O)Cn2cnc3ccccc3c2=O)n1,1.5%,6%,2,2,-8,.,23,6,-1.0
O=C(COC(=O)c1ccccn1)c1cccc(Br)c1,0.0%,?,6,-4,-10,11,10,5,0.2
CCn1ccnc1CN(C)Cc1nc(CCC(C)C)no1,-1.6%,-5%,1,2,-10,4,0,0,1.0
CC(C)NC(=O)c1onc(CSc2ccc(F)c(F)c2)c1C(=O)O,0.3%,-11%,-3,2,.,-7,-23,0,0.3
CCc1ccccc1NC(=S)N(CCN1CCCCC1)Cc1ccco1,0.2%,-18%,-4,-4,7,.,5,0,0.2
CCOC(=O)C1CCCN(CC(O)COC(c2ccccc2)c2ccccc2)C1 (centres undefined),-0.3%,-7%,0,-7,5,.,-6,9,1.3
Nc1nc(-c2ccccc2)c(N=Nc2ccccc2Cl)s1,2.4%,-16%,0,0,1,-3,-6,6,0.0
COCCNc1nc(-c2ccccc2)nc2ccccc12,-0.8%,-4%,-1,1,12,8,10,3,0.0
CCOc1ccccc1NC(=O)C1=C(C)NC(=O)NC1c1cccc(OC)c1OC (centres undefined),3.4%,-10%,3,2,16,.,5,3,-0.1
CCC(O)C1CCN(Cc2cn(-c3ccc(OC)cc3)nc2-c2cccc(F)c2)CC1 (centres undefined),1.3%,-17%,-3,1,?,-8,15,34*,3.8
CC(C)[C@H](NC(=O)c1ccco1)C(=O)OCC(=O)N1CC(=O)Nc2ccccc21,2.1%,-3%,3,0,-10,1,-5,0,-0.6
Cc1ccccc1NC(=O)C1CCN(S(=O)(=O)c2cccc3nonc23)CC1,-0.5%&-1.9%,-4%&4%,6&-3,7&0,-6,44*!,0&-19,3&3,-1.9&0.7

A portion from the list above, as a working copy:
smiles,RXFP1 agonist,Apoferritin bind,TRHR enhancer,D1 potentiator,RXFP1 antag,D2 PAM,D1 antagonist,D1 ag,TRHR ag
COCCNc1nc(-c2ccccc2)nc2ccccc12,-0.8%,-4%,-1,1,12,8,10,3,0.0
CCOc1ccccc1NC(=O)C1=C(C)NC(=O)NC1c1cccc(OC)c1OC (centres undefined),3.4%,-10%,3,2,16,.,5,3,-0.1
CCC(O)C1CCN(Cc2cn(-c3ccc(OC)cc3)nc2-c2cccc(F)c2)CC1 (centres undefined),1.3%,-17%,-3,1,?,-8,15,34*,3.8
CC(C)[C@H](NC(=O)c1ccco1)C(=O)OCC(=O)N1CC(=O)Nc2ccccc21,2.1%,-3%,3,0,-10,1,-5,0,-0.6
Cc1ccccc1NC(=O)C1CCN(S(=O)(=O)c2cccc3nonc23)CC1,-0.5%&-1.9%,-4%&4%,6&-3,7&0,-6,44*!,0&-19,3&3,-1.9&0.7

The results go on:
smiles,RXFP1 agonist,Apoferritin bind,TRHR enhancer,D1 potentiator,RXFP1 antag,D2 PAM,D1 antagonist,D1 ag,TRHR ag
COc1cccc(OC)c1C(=O)NC(=S)Nc1cc(-c2nc3ccccc3[nH]2)ccc1Cl,-0.5%,-10%,-8,-6,-21,-12,-21,1,1.4
CN1CCC2(CC1)Nc1nc(SCc3ccc(Cl)cc3)nn1C1=C2CN(C)CC1,0.1%,58%[activator],-1,4,-7,-24,4,3,1.4
Cc1ccccc1NC(=O)c1cccc(N2C(=O)C3CCC(C)CC3C2=O)c1 (centres undefined),-0.2%,-12%,-4,-3,-2,.,4,2,0.7
CCC(=O)N1CCN(c2ccc(NC(=S)NC(=O)c3cccc([N+](=O)[O-])c3)cc2)CC1,-0.4%,-2%,3,0,4,3,-14,0,0.2
CC1CN(C(c2cccs2)c2sc3ncnn3c2O)CC(C)O1 (centres undefined),0.1%,0%,-8,5,-13,4,3,0,-1.2
COc1ccc(C)cc1S(=O)(=O)N(C)CC(=O)NC1CCCCCC1,0.0%,-8%,1,2,7,1,6,0,-0.2
O=C(CNC(=O)c1ccc(F)cc1)N/N=C/c1cn[nH]c1-c1ccccc1,0.7%,-21%,0,-11,1,-7,-17,1,-0.6
N#Cc1c(N)nc(SCC(=O)NCCc2ccccc2)c(C#N)c1-c1cccs1,?,1%,-7,-6,10,-1,-1,3,0.5
CN1CCC(OC(=O)c2cccc(Cl)c2)CC1,0.0%,-9%,-3,-3,3,-7,-4,5,0.8
Cc1cccc(-c2nc3scc(CCNS(=O)(=O)c4ccc(Oc5ccccc5)cc4)n3n2)c1,2.2%,-8%,-1,-2,-11,14,.,5,0.4
COc1cc(OC)cc(C(=O)NCc2nc(-c3ccccc3)no2)c1,2.8%,-17%,-5,5,0,3,5,-1,-0.4
COc1c(C)cccc1C(=O)Nc1cccc2ccc(C)nc12,-0.2%,81%[activator],-5,2,.,-8,5,13,-1.6
CCOc1cc(N2CCOCC2)c(OCC)cc1NC(=O)c1ccc2ncsc2c1,3.6%,.,-2,-9,-1,4,-22,1,-0.2
COC(=O)c1sccc1NC(=O)Nc1ccc(F)cc1,0.8%,10%,10,-1,-3,14,15,1,-0.1
CN1CCN(c2ccccc2/C=N/NC(=O)c2cccnc2)CC1,0.6%,0%,-2,0,-3,-11,-9,3,0.0
C/C(=N\NS(=O)(=O)c1ccccc1)c1ccc2c(c1)OCCO2,0.6%,-13%,-1,-6,26,-2,2,4,-0.9
CC(C)Oc1cccc(C(=O)N/N=C/c2coc3ccccc3c2=O)c1,-1.6%,?,-4,11,4,3,11,1,-0.3
COc1ccc(OC)c(NS(=O)(=O)c2ccc(N3CCCC3=O)cc2)c1,4.4%,-12%,34*,-8,6,0,-9,5,-0.5
Cc1cc(C)c(NC(=O)OCCN2CCOCC2)c(C)c1,0.4%,-8%,0,-2,-7,8,2,1,0.1
CC(=O)n1c(C=Nc2ccccc2)c(O)c2ccccc21,0.7%,-14%,1,-2,-26,-2,-16,52*,25
COc1ccccc1NC(=O)c1ccc(NS(=O)(=O)c2ccc(F)c(Cl)c2)cc1,0.7%,2%,-2,-8,9,-8,-19,10,0.0
Cc1cc(NC(=O)C2CCCN(S(=O)(=O)c3cccc4nsnc34)C2)ccc1Br (centres undefined),18%,-14%,5,10,.,18,2,2,0.5
O=C(O)/C=C/C(=O)NNC(=O)c1cccc(Br)c1,-1.1%,-10%,4,0,3,11,-20,2,-0.7
CCOc1ccc(-c2nc(CSCC(=O)N3CCN(C(=O)c4ccco4)CC3)c(C)o2)cc1,1.8%,-10%,2,-3,.,2,-10,2,-0.8
CCOc1ccc(/C=C(\C#N)C(=O)Nc2sc3c(c2C(=O)OC)CCC3)cc1OC,0.3%,1%,8,-2,.,1,-10,14,0.3
CC(C)(C)NC(=O)CN1C(=O)NC(c2ccccc2)(c2ccccc2)C1=O,0.0%,-20%,0,-3,-11,9,13,-1,-1.1
c1ccc(-c2cc3ncc4c(n3n2)-c2ccccc2OC4)cc1,-0.2%,43%[activator],-1,-3,.,-3,16,2,0.9
CC(C)(C)c1ccc(C(=O)CC(Sc2ccc(Cl)cc2)C(=O)O)cc1 (centres undefined),0.2%,?,4,0,-96*,7,4,0,0.7
COC(=O)c1ccc(C(=O)OC)c(-n2c(=O)c3ccccc3c3ccccc3c2=O)c1,-1.7%,-10%,-1,-7,-19,6,-14,6,0.5
O=C(CSc1nnnn1-c1ccc(F)cc1)Nc1ccc(N2CCOCC2)c(Cl)c1,0.6%,-10%,1,0,-6,3,3,3,0.6
